# OPRM1-OPRD1 inv = inverse agonists of human mu-delta opioid receptor heterodimerization. cell-based MOR-DOR heterodimer luminescence, inverse agonism. 0.21% of 340,000 active. AID 504357. P35372+P41143. inhibition, % at 9.3 µM; in the data active means inhibition above about 22%, passing the limit was not always enough;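 further: 0% = cells with DMSO and 100% = wells without cells with DMSO; values of inactives mirror those of a sister screen read the other way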
# Tat export inh = inhibitors of E. coli Tat protein transport | 0.036% of 340,000 active | E. coli MC4100 TorA-mCherry Tat export, fluorescence | AID 488895 | inhibition, % at 10 µM;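 active means mean replicate inhibition at least 50% and at least half of replicates individually reaching 50%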;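 further: exported cargo escapes ClpAP degradation while cytoplasmic cargo is degraded and loses fluorescence; 0% = median of neutral control wells and 100% = median of NaSCN control wells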
# phage Ecoli inh = E. coli growth loss with phage present; 0.26% of 360,000 active; inhibition, % at 11.9 µM; AID 651602; growth absorbance; in the data active means inhibition above about 11%
# Mot1-301 SUMO = SUMOylation pathway inhibition by Mot1-301 growth rescue; 1% of 320,000 active; S. cerevisiae Mot1-301 growth rescue, ATP luminescence, 38.5C; percent above DMSO median, 100 means doubled; growth rescue, % at 18.8 µM;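 active means every valid replicate shows activation above 250% relative to neutral control wells; inactive means the rest, any valid replicate at or below 250%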;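 further: OY570 slx delta 5 strain wells were the positive control but not used for scaling; some compounds called inactive have numbers as strong as hits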
# PKA-R2B act = activators of human PKA-R2B complex; 0.079% of 340,000 active; activation, % at 11.4 µM; P22694+P31323; AID 504700; PKA-R2B holoenzyme dissociation, Cy5-IP20 fluorescence polarization; R2B truncated from residue 108, S112A mutant; 0% DMSO only, 100% 113 µM cGMP;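 active means activation above a cutoff set at the mean over all compounds plus 3 SD, cut at about 18% in these data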;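 further: higher means more holoenzyme dissociation and a rise in polarization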
# Target sequence (P31323 whole entry, looked up, other chains not shown, the tested form may be a part): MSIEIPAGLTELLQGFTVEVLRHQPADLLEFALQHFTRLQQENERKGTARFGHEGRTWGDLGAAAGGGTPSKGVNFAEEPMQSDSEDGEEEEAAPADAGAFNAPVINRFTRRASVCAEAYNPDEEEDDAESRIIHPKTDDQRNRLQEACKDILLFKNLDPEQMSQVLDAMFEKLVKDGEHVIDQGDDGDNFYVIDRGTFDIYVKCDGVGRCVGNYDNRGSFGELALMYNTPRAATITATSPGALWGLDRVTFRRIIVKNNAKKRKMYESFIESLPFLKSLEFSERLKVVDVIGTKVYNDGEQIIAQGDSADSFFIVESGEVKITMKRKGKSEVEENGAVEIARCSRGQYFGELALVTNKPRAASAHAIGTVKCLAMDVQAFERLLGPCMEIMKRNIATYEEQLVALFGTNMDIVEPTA
# OPRM1-OPRD1 ag = agonists of human mu-delta opioid receptor heterodimerization | cells, OPRM1-OPRD1 heterodimerization, luminescence | activation, % at 9.3 µM | 0.3% of 340,000 active | AID 504326; in the data active means activation above about 18%;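 further: 0% = vehicle-treated cells and 100% = reference agonist; values of inactives mirror those of a sister screen read the other way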
# PKA-R1A activ = activators of PKA-R1A complex | PKA-R1A dissociation, Cy5-IP20 fluorescence polarization; scaled: DMSO 0%, 113 µM cGMP 100% | activation, % at 11.4 µM | 0.083% of 340,000 active | AID 504707;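 active means percent activation above the mean of all tested compounds plus 3 SD, cut at about 19% in these data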;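 further: higher means more PKAc released from R1A so a rise in polarization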
# PfHsp90 yeast 2 = inhibits growth of yeast expressing Plasmodium falciparum Hsp90; S. cerevisiae expressing PfHsp90, BacTiter-Glo ATP, 48 h; yeast lacking PDR1 and PDR3 efflux regulators; inhibition, % at 9.4 µM; 0.32% of 310,000 active; AID 504621;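 active means every replicate shows inhibition above about 80%, whatever the replicate mean, limit read from the data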;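 further: 0% = DMSO neutral controls and 100% = 20 µM radicicol positive controls; yeast relying on Plasmodium falciparum Hsp90 in place of its own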
# HTR5A inv ag = counter-screen for OPRM1-OPRD1 inverse agonists: human HTR5A inverse agonism. inhibition, % at 9.3 µM. 0.083% of 340,000 active. HTR5A cell line, luminescence; in the data active means inhibition mostly above about 23%, no sharp cut-off; inactive means mostly below about 18%;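 further: 0% = cells with DMSO and 100% = no-cell wells with DMSO; some compounds called inactive have numbers as strong as hits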
# Target sequence (P47898 whole entry, looked up): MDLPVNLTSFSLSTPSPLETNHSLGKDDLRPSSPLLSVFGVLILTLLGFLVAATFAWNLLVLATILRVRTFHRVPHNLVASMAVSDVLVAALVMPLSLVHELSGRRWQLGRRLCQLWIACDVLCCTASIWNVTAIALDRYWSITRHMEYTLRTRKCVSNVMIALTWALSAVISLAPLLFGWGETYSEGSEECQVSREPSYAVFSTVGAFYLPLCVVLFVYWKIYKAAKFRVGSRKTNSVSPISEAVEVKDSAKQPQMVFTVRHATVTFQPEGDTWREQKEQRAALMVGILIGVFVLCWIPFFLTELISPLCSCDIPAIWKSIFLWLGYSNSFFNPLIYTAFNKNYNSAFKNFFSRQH
# Ecoli viability = counter-screen for AddAB inhibitors: E. coli growth inhibition | E. coli V3065 growth, OD600 absorbance, 18 h | inhibition, % at 11.9 µM | 0.27% of 330,000 active;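 active means inhibition above the campaign's mean inhibition across all tested compounds plus 3 SD, cut at about 9.9% in these data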;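 further: uninfected addAB+ strain grown without phage in ampicillin broth; 0% = DMSO wells and 100% = ciprofloxacin 0.95 µg/ml wells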
# AddAB inh = less growth of phage-infected E. coli with AddAB. AID 435030. inhibition, % at 11.9 µM. E. coli expressing H. pylori AddAB, absorbance growth. 0.29% of 330,000 active; in the data active means inhibition above about 12%;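 further: 0% = vehicle wells of infected cells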
# The depositor's hits bear a star; . = not tested or not shown.
SMILES,OPRM1-OPRD1 inv,Tat export inh,phage Ecoli inh,Mot1-301 SUMO,PKA-R2B act,OPRM1-OPRD1 ag,PKA-R1A activ,PfHsp90 yeast 2,HTR5A inv ag,Ecoli viability,AddAB inh
COC(=O)c1ccc(CN2[C@H](C(=O)OC)C[C@@]3(O)[C@H](O)[C@H](O)[C@H](O)C[C@@H]23)cc1,12,15,2.4,-9,2,-2.1,-12,-8,14,-0.2,-0.1
COCCN1Cc2cccc(C(=O)Nc3cccnc3)c2C1=O,9,3,1.4,62,0,-1.7,-7,-11,-15,-0.9,2.4
C#CCOCCOCCOCCNc1nc(N2CCOCC2)nc(N2CCN(C(=O)CCCCCCCCCCNC(=O)[C@@H]([C@H](C)CC)n3cc(CCCCCN)nn3)CC2)n1,1,24,-6.6,-8,-15,-0.2,1,16,-14,-4.4,-0.4
COc1ccc(N2CCN(C3=CC(=O)N(c4cccc(Cl)c4)C3=O)CC2)cc1,-5,-10,-3.4,10,-5,1.1,-6,.,9,-0.5,5.1
Cc1ccc(S(=O)(=O)N2CCCCC2)cc1NC(=O)CSCC(=O)O,2,-1,4.0,-16,4,-0.4,-19,4,7,2.6,1.7
O=C(O)c1cc(-c2ccccc2Cl)n(-c2cccc(Cl)c2)n1,19,-8,2.6,6,-9,-4.2,-5,-26,-9,-0.3,-0.5
O=C(NCC1CCCN(Cc2cccc(F)c2)C1)c1cccc2ccccc12 (stereo unspecified),9,5,-0.3,29,10,-1.9,3,22,-10,0.7,4.0
CCOC(=O)N1CCN(C(=O)/C(=C/c2ccc(F)cc2)NC(=O)c2ccccc2)CC1,0,2,-0.2,435,3,0.1,4,-1,7,0.8,2.3
COc1ccc(CCC(=O)Nc2ccc3c(c2)OCCO3)cc1,8,4,3.5,-3,-11,-1.4,0,-12,-5,-0.6,-1.2
CCOc1ccc(NC(=O)CNS(=O)(=O)c2c(C)cc(C)cc2C)cc1,10,3,-0.9,-4,-3,-1.4,0,17,-4,0.1,1.5
CCN(CC(=O)Nc1cc(Cl)ccc1C)C(=O)CSCc1c(C)noc1C,-13,-9,-9.4,45,4,2.1,3,.,-5,0.0,4.0
CCN(CC)S(=O)(=O)c1ccc2c(c1)N(CC(=O)N1CCCC1)C(=O)CO2,17,-10,2.4,68,0,-3.6,5,5,15,1.7,0.2
CCn1c(Cn2nnc(-c3ccccc3)n2)nnc1SCC(=O)N1CCOCC1,8,-2,3.1,6,2,-1.6,-12,6,-8,-1.4,2.3
CCOC(=O)c1c(NC(=O)CC)sc(C(=O)N2CCCCC2)c1C,-7,3,0.3,-8,-11,1.2,-10,4,-19,-0.8,0.7
CC(=O)Nc1cccc2c1C(=O)N(c1cccc(OC(C)=O)c1)C2=O,13,21,1.8,.,-13,-2.4,1,6,31,0.1,-0.2
Cc1nc(C(=O)O)sc1C1(C)CC(c2cccc([N+](=O)[O-])c2)=NO1 (stereo unspecified),11,-2,1.3,-11,-5,-1.9,8,4,-10,0.8,1.2
C/C=C/c1ccc(OCCN2CCc3ccccc3C2)c(OC)c1,-4,-8,0.0,8,8,0.9,12,24,-21,0.4,-1.1
C/C(=N\Nc1ccccc1C(=O)O)c1ccncc1,-3,-6,-0.8,76,-1,0.6,11,13,3,1.3,0.3
N#CCC(=O)N1CCCCCC1,11,-6,4.3,4,0,-2.0,17,-8,7,2.1,5.9
O=C1C(=O)N(CCCc2ccccc2)c2ccccc21,43*,-7,.,-24,11,-8.7,-6,-42,5,-1.5,-1.9

# Next part; the last 3 above are carried over.
SMILES,OPRM1-OPRD1 inv,Tat export inh,phage Ecoli inh,Mot1-301 SUMO,PKA-R2B act,OPRM1-OPRD1 ag,PKA-R1A activ,PfHsp90 yeast 2,HTR5A inv ag,Ecoli viability,AddAB inh
C/C(=N\Nc1ccccc1C(=O)O)c1ccncc1,-3,-6,-0.8,76,-1,0.6,11,13,3,1.3,0.3
N#CCC(=O)N1CCCCCC1,11,-6,4.3,4,0,-2.0,17,-8,7,2.1,5.9
O=C1C(=O)N(CCCc2ccccc2)c2ccccc21,43*,-7,.,-24,11,-8.7,-6,-42,5,-1.5,-1.9
COc1ccc(-c2cc(C(=O)NN)n(-c3ccccc3)n2)cc1,7,-10,-0.9,7,-6,-1.4,5,-10,3,-1.2,1.8
O=C(Nc1ccc(S(=O)(=O)NCc2ccco2)cc1)c1cccc(F)c1,-4,4,1.8,4,-4,0.8,-4,-6,0,2.3,2.0
COc1ccccc1N1CCN(C2CCCN(S(=O)(=O)c3ccc(C)cc3)C2)CC1 (stereo unspecified),-15,17,1.3,.,-1,2.9,0,6,10,2.1,3.4
CSc1ccc(C(=O)/C=C/c2ccc(N)cc2)cc1,12,2,3.8,65,-16,-2.3,-15,-17,2,0.3,4.5
Cc1cc(C)c[n+](CC(=O)c2ccc(NC(=O)c3ccccc3)cc2)c1,-1,2,4.1,199,-2,0.2,-12,-4,3,0.1,4.3
O=C(Nc1ccccc1)c1cnc2ccccc2n1,-3,-1,2.6,7,-3,0.6,7,13,-4,0.8,-0.2
CCc1cc(-c2ccc3c(c2)COc2c4ccccc4nn2-3)on1,0,-4,3.4,-6,-11,-0.1,-14,.,-2,1.7,2.2
COc1ccc(C(=O)Nc2ccc3nc(N4CCOCC4)sc3c2)cc1OC,4,9,3.4,13,5,-0.9,2,7,0,2.8,1.6
COc1ccc(S(=O)(=O)N/N=C\c2ccc3c(c2)OCO3)c(OC)c1,-7,-2,1.2,7,1,1.4,-5,9,-2,.,.
Cc1cc(C)c(C)c(S(=O)(=O)N2CCCCC2C(=O)O)c1C (stereo unspecified),16,5,3.1,-11,-1,-3.3,0,23,-5,-0.4,2.6
O=C(CCCNC(=O)c1ccc(Cl)cc1)Nc1ccc(F)c(S(=O)(=O)N2CCOCC2)c1,-13,1,1.2,11,-5,3.1,-2,0,0,0.7,2.1
COc1ccc2c(c1)c(=O)oc1c(C)c(OCc3cc(C(=O)O)oc3C)ccc12,12,10,2.6,-8,-4,-2.4,0,16,-21,-2.0,-1.0
O=C(CC1SC(N2CCCC2)=NC1=O)Nc1ccc(C(=O)N2CCN(c3cccc(Cl)c3)CC2)cc1 (stereo unspecified),4,3,3.1,44,4,-0.7,9,.,-15,-1.4,0.3
O=C(COC(=O)COc1ccc(Cl)cc1)NC1CC1,7,-5,2.7,46,2,-1.4,9,-7,-5,1.1,-1.6
CC(=O)c1cccc(NC(=O)CCCNC(=O)c2ccc(Cl)cc2)c1,15,4,5.3,-19,2,-2.9,-5,-12,22,-1.8,-0.7
CN(C(=O)COc1ccccc1)c1nnc(-c2ccncc2)s1,10,-3,1.5,0,-9,-1.7,-7,24,-30,-0.5,-0.2
CCOC(=O)C(=CNc1ccc(C)cc1C)C(=O)OCC,-20,7,-0.6,324,-2,4.0,-17,22,1,-1.3,5.3
CN1CCN(C(=O)c2cc3ccccc3oc2=O)CC1,11,-2,3.8,452,-13,-1.8,-1,14,1,0.6,0.5
COc1ccccc1N1CCN(C(=O)CCSCc2ccccc2F)CC1,-11,9,1.7,17,4,2.1,2,15,-5,1.0,-0.1
Cc1ccc(CNCC(O)(c2ccccc2)c2ccccc2)cc1,-22,-5,-0.6,-16,-3,4.3,-9,50,-4,3.6,1.6

# OPRM1-OPRD1 inv: what is marked active above.
compound | OPRM1-OPRD1 inv | Tat export inh | phage Ecoli inh | Mot1-301 SUMO | PKA-R2B act | OPRM1-OPRD1 ag | PKA-R1A activ | PfHsp90 yeast 2 | AddAB inh
O=C1C(=O)N(CCCc2ccccc2)c2ccccc21 | 43* | -7 | . | -24 | 11 | -8.7 | -6 | -42 | -1.9

# Compound profiles, as listed above. Order of screens: OPRM1-OPRD1 inv	Tat export inh	phage Ecoli inh	Mot1-301 SUMO	PKA-R2B act	OPRM1-OPRD1 ag	PKA-R1A activ	PfHsp90 yeast 2	HTR5A inv ag	Ecoli viability	AddAB inh
# `O=C(COC(=O)COc1ccc(Cl)cc1)NC1CC1` is listed with 7	-5	2.7	46	2	-1.4	9	-7	-5	1.1	-1.6
# `COc1ccc(S(=O)(=O)N/N=C\c2ccc3c(c2)OCO3)c(OC)c1` is listed with -7	-2	1.2	7	1	1.4	-5	9	-2	.	.

# (further entries)
SMILES,OPRM1-OPRD1 inv,Tat export inh,phage Ecoli inh,Mot1-301 SUMO,PKA-R2B act,OPRM1-OPRD1 ag,PKA-R1A activ,PfHsp90 yeast 2,HTR5A inv ag,Ecoli viability,AddAB inh
O=C(Nc1ccc(N2CCOCC2)cc1)c1cccc(S(=O)(=O)N2CCOCC2)c1,5,-6,7.1,11,-9,-0.9,2,11,1,3.0,1.7
CN(C)C(=O)c1cn(-c2ccc(Cl)cc2)c(=O)c2ccccc12,4,-9,2.9,5,-1,-0.7,6,12,6,-0.4,-2.0
Clc1ccccc1C1Nc2cccc3cccc(c23)N1,-36,-5,3.1,4,-1,7.3,-1,-3,4,1.5,0.3
Cc1ccc(OCC(=O)Nc2ccc3c(c2)OCO3)c([N+](=O)[O-])n1,4,-1,5.1,438,9,-0.7,-16,-7,9,6.1,4.7
O=C1CSC(c2ccccn2)N1c1ccc(Br)cc1 (stereo unspecified),15,-3,-0.3,179,-5,-3.3,-17,.,7,0.4,2.2
CCNC(=S)N/N=C(\C)c1ccc(Cl)s1,1,-2,-1.3,303,0,-0.2,7,-4,9,-1.2,-0.6
COc1cccc(C(C#N)NCCCNC(C#N)c2cccc(OC)c2OC)c1OC (stereo unspecified),9,2,-1.3,.,2,-1.8,5,-7,16,.,.
CN(C(=O)CC1C(=O)NCCN1Cc1ccccc1C(F)(F)F)C1CCOCC1 (stereo unspecified),8,-8,2.3,36,-12,-1.5,3,-25,2,0.0,1.3
CC1(C)Cc2c(c(-c3ccccc3)nc(N3CCCC3)c2C(N)=O)CO1,-1,6,2.5,18,6,0.1,7,-5,7,-1.3,0.1
Cc1ccc(NC(=O)Nc2ccc3c(c2)N(C)C(=O)CS3)nc1,-40,-1,3.6,55,-6,7.1,0,-29,-15,-0.4,2.2
C=CCn1c(CSc2nc3ccccc3s2)nnc1SCC(=O)NCc1ccco1,-6,-4,2.3,-15,-2,0.9,3,54,-12,-0.1,-0.7
COc1cccc(C(CC(=O)Nc2cccc3ccccc23)NC(=O)c2ccccc2)c1 (stereo unspecified),-7,-5,0.6,-5,3,1.2,-13,2,-3,1.8,2.5
Cc1ccc(C)c(NC(=O)C(OC(=O)c2cc[n+]([O-])cc2)c2ccccc2)c1 (stereo unspecified),-3,-9,2.7,.,-1,0.4,-10,10,-5,.,.
COc1cc(OC)c(OC)cc1CN1CCCC(C(=O)c2ccc3c(c2)OCO3)C1 (stereo unspecified),4,0,3.1,9,-24,-0.5,-4,18,0,0.0,0.1

# As a short view, part of the list above:
SMILES,OPRM1-OPRD1 inv,Tat export inh,phage Ecoli inh,Mot1-301 SUMO,PKA-R2B act,OPRM1-OPRD1 ag,PKA-R1A activ,PfHsp90 yeast 2,HTR5A inv ag,Ecoli viability,AddAB inh
O=C(Nc1ccc(N2CCOCC2)cc1)c1cccc(S(=O)(=O)N2CCOCC2)c1,5,-6,7.1,11,-9,-0.9,2,11,1,3.0,1.7
CN(C)C(=O)c1cn(-c2ccc(Cl)cc2)c(=O)c2ccccc12,4,-9,2.9,5,-1,-0.7,6,12,6,-0.4,-2.0

# High-throughput results: PubChem, several laboratories
